# High-throughput results as filed in PubChem.
# TNAP activators – stimulation of alkaline phosphatase TNAP activity – biochemical, luminescent, no phosphate acceptor, uHTS, primary screen (AID 1001); purified TNAP, luminescent activation assay, no phosphate acceptor; higher activation fold means a stronger effect; one-dose activation fold at 20 µM; EC50 in µM for titrated hits; 200,000 compounds, 0.03% hits; in the data active means activation fold from about 3, or a potency from the dose series; inactive means the rest, 99 in 100 with activation fold below about 1.6; further: many of its hits are not listed in these tables
# KOR beta-arrestin-1 – KOR antagonists, beta-arrestin recruitment, cell-based, luminescence, uHTS (AID 1778); 290,000 compounds, 0.091% hits; one-dose inhibition, % at 10 µM; IC50 in µM for titrated hits; KOR beta-arrestin recruitment, luminescence, antagonist mode; higher % means a stronger effect; further: strong numbers were not always called active
# human PMI inhibitors – human PMI inhibitors, high substrate, primary screen, biochemical, fluorescence intensity, high mannose 6-phosphate (AID 1220); one-dose inhibition, % at 20 µM; IC50 in µM for titrated hits; 190,000 compounds, 0.66% hits; recombinant PMI enzyme, coupled fluorescence intensity; higher % means a stronger effect
# human PMI inhibition – inhibitors of human PMI, primary screen, biochemical, fluorescence intensity, coupled assay (AID 1209) | one-dose inhibition, % at 20 µM; IC50 in µM for titrated hits | purified PMI enzyme, coupled fluorescence intensity; higher % means a stronger effect | 190,000 compounds, 0.42% hits;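 further: plate controls were DMSO vehicle for no effect and wells lacking substrate for full effect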
# HEK293 NOD2/NF-kB – NOD2 signaling inhibitors, cell-based, luminescence, uHTS, HEK293 (AID 1566); 290,000 compounds, 0.63% hits; one-dose inhibition, % at 4 µM; EC50 in µM for titrated hits; HEK293 NOD2/NF-kB luciferase reporter, luminescence; higher % means a stronger effect; further: many of its hits are not listed in these tables
# XIAP displacement – XIAP antagonists, biochemical, IAP family, fluorescence polarization (AID 1018); one-dose displacement, % at 20 µM; IC50 in µM for titrated hits; 200,000 compounds, 0.007% hits; XIAP BIR domain, fluorescence polarization peptide displacement; higher % means a stronger effect; in the data active means displacement above about 50%; further: a part of the inactive calls stands beside numbers as strong as those of hits
# LYP phosphatase – PTPN22 lymphoid phosphatase activity blockers – biochemical, fluorescence intensity, uHTS (AID 1779). inhibition, % at 11.5 µM, or IC50 in µM where a hit was titrated. recombinant LYP phosphatase, fluorescence intensity; higher % means a stronger effect. 290,000 compounds, 0.054% hits;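 further: plate controls were vehicle with enzyme for no effect and no enzyme for full effect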
# KOR beta-arrestin-2 – kappa opioid receptor activators – cell-based, luminescence, uHTS, primary screen (AID 1777); KOR beta-arrestin recruitment, luminescence; higher % means a stronger effect; 280,000 compounds, 0.02% hits; activation, % at 10 µM, or EC50 in µM where a hit was titrated; in the data active means activation above about 50%, passing the limit was not always enough; further: a part of the inactive calls stands beside numbers as strong as those of hits
# NOD1 inhibition – NOD1 signaling inhibitors, primary screen, cell-based, luminescence, uHTS (AID 1578); NOD1-driven NF-kB luciferase reporter cells, luminescence; higher % means a stronger effect; inhibition, % at 4 µM, or EC50 in µM where a hit was titrated; 290,000 compounds, 1% hits; in the data active means inhibition mostly above about 36%, no sharp cut-off; inactive means mostly below about 34%;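 further: HEK-293T reporter cells stimulated with the NOD1 agonist gamma-tri-DAP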
# An asterisk follows results filed as active; x = no result given; [ ] = dose if it differs, or a comment. Unless noted, no stated cut-off is given here; in the data, active means inhibition above about 50%; inactive means the rest. This is a subset; count on the stated rates, not on these rows.
SMILES,TNAP activators,KOR beta-arrestin-1,human PMI inhibitors,human PMI inhibition,HEK293 NOD2/NF-kB,XIAP displacement,LYP phosphatase,KOR beta-arrestin-2,NOD1 inhibition
CSc1cccc(NC(=S)Nc2ccc(F)cc2)c1,x,16.5%,x,x,2.4%,x,-1.1%,-3.1%,-6.6%
CCOC(=O)C1=C(O)C(=O)NC(c2ccccc2)=C(OC2CCCCC2)C1,0.9,-41.1%,-32.4%,-32.9%,0.4%,-4.6%,-6.2%,2.4%,-28.3%
COc1ccc(/C=N/N=C2\SC(CC(=O)O)C(=O)N2c2ccccc2)cc1 (stereo not given),1.1,-25.7%,-1.7%,-4.4%,11.8%,-2.3%,-4.1%,10.6%,-9.1%
COc1ccc(C2=Nc3ccc(C)cc3C(c3ccccc3)N2CC(=O)NN)cc1 (stereo not given),1.1,-24.2%[20 µM],2.8%,4.0%,-8.8%,6.3%,-1.4%,x,-44.3%
Cc1nc2nc3c(cn2n1)C(=O)CC(C)(C)C3,1.1,-4.6%,4.1%,0.2%,-4.3%,2.7%,-4.9%,x,7.4%
CCCC(=O)NC(=S)Nc1cccc(Cl)c1N1CCCC1,1.1,-2.3%,15.3%,20.2%,11.2%,-5.0%,1.6%,-0.1%,-26.8%
CC12CC(NC(=O)N1c1ccc(C(=O)N3CCN(c4ccc(F)cc4)CC3)cc1)c1ccccc1O2 (stereo not given),1,-0.9%,1.2%,-4.4%,-4.8%,-7.0%,-7.7%,-2.7%,-26.1%
CCn1c(=O)c2c(O)cc(=O)oc2c2ccccc21,1.1,-29.3%,5.2%,5.5%,7.3%,-3.2%,-4.7%,-0.1%,3.2%
CN1C(=O)NC(c2ccccc2)(C(F)(F)F)S/C1=C(/C#N)c1nnc(N2CCOCC2)n1-c1ccccc1 (stereo not given),1.1,16.8%,-1.6%,4.4%,-6.7%,-1.1%,7.1%,4.0%,11.5%
CCOC(=O)C1(CCc2ccccc2)CCN(Cc2ccc(O)cc2)CC1,1.1,-39.6%[20 µM],2.3%,-0.3%,14.6%,-6.2%,-9.6%,x,-2.9%
COc1ccc(NS(=O)(=O)c2cccc3cccnc23)cc1,1,11.1%,4.4%,0.6%,6.6%,-11.8%,-16.4%,1.0%,-16.5%
COc1ccc2c(c1)c(C(=O)N/N=C/c1cn(C)c3ccccc13)c(C)n2C,x,5.9%,x,x,12.8%,x,-3.4%,-0.3%,4.4%
CCOC(=O)Nc1ccc(OCc2nnc3c4ccccc4c(C)nn23)cc1,1.9,5.2%[20 µM],6.7%,3.7%,2.2%,-4.6%,-4.6%,-0.8%,-29.3%
O=C(Cc1ccccc1)Nc1cccc(C(=O)N/N=C/c2ccco2)c1,1,-25.6%,-7.6%,-6.1%,-23.3%,-1.1%,6.6%,-1.0%,-20.6%
CCOC(=O)Cn1c(=O)oc2cc(S(=O)(=O)N3CCCC(C)C3)ccc21 (stereo not given),x,11.3%,x,x,12.6%,x,-7.6%,-5.9%,-8.4%
CC1CCCCN1C(=O)CCn1c(=S)oc2ccccc21 (stereo not given),x,-2.1%,x,x,6.2%,x,-7.4%,1.0%,-9.9%
COc1ccc2c(c1)C(=O)N(c1ccc(C)cc1C)C(=O)C2(C)C,x,-3.0%,x,x,11.6%,x,-7.9%,-1.8%,-28.9%
C[C@H]1CN=C(Nc2ccccc2)N1CCCC1CCCC1,x,9.6%[20 µM],x,x,-3.5%,x,-11.2%,x,10.5%
CCCCn1c(SCC(=O)OCC)nc2c(sc(=S)n2-c2ccccc2OC)c1=O,x,-8.0%,x,x,-14.8%,x,2.7%,-3.5%,-11.0%
Cn1nnnc1Sc1ccc([N+](=O)[O-])cc1Cl,1.1,2.9%,-13.7%,-13.4%,14.3%,-1.0%,-0.4%,-7.0%,10.4%

# Reprinted from the entries so far (8 entries):
SMILES,TNAP activators,KOR beta-arrestin-1,human PMI inhibitors,human PMI inhibition,HEK293 NOD2/NF-kB,XIAP displacement,LYP phosphatase,KOR beta-arrestin-2,NOD1 inhibition
COc1ccc(C2=Nc3ccc(C)cc3C(c3ccccc3)N2CC(=O)NN)cc1 (stereo not given),1.1,-24.2%[20 µM],2.8%,4.0%,-8.8%,6.3%,-1.4%,x,-44.3%
Cc1nc2nc3c(cn2n1)C(=O)CC(C)(C)C3,1.1,-4.6%,4.1%,0.2%,-4.3%,2.7%,-4.9%,x,7.4%
CCCC(=O)NC(=S)Nc1cccc(Cl)c1N1CCCC1,1.1,-2.3%,15.3%,20.2%,11.2%,-5.0%,1.6%,-0.1%,-26.8%
CC12CC(NC(=O)N1c1ccc(C(=O)N3CCN(c4ccc(F)cc4)CC3)cc1)c1ccccc1O2 (stereo not given),1,-0.9%,1.2%,-4.4%,-4.8%,-7.0%,-7.7%,-2.7%,-26.1%
CCn1c(=O)c2c(O)cc(=O)oc2c2ccccc21,1.1,-29.3%,5.2%,5.5%,7.3%,-3.2%,-4.7%,-0.1%,3.2%
CN1C(=O)NC(c2ccccc2)(C(F)(F)F)S/C1=C(/C#N)c1nnc(N2CCOCC2)n1-c1ccccc1 (stereo not given),1.1,16.8%,-1.6%,4.4%,-6.7%,-1.1%,7.1%,4.0%,11.5%
CCOC(=O)C1(CCc2ccccc2)CCN(Cc2ccc(O)cc2)CC1,1.1,-39.6%[20 µM],2.3%,-0.3%,14.6%,-6.2%,-9.6%,x,-2.9%
COc1ccc(NS(=O)(=O)c2cccc3cccnc23)cc1,1,11.1%,4.4%,0.6%,6.6%,-11.8%,-16.4%,1.0%,-16.5%

# Further entries:
SMILES,TNAP activators,KOR beta-arrestin-1,human PMI inhibitors,human PMI inhibition,HEK293 NOD2/NF-kB,XIAP displacement,LYP phosphatase,KOR beta-arrestin-2,NOD1 inhibition
CN1CCN(C(=O)/C=C/c2ccc3c(c2)OCO3)CC1,1.1,-7.7%,-1.0%,1.6%,5.8%,1.8%,-1.1%,-4.3%,25.9%
Cc1[nH]n(-c2ccccc2)c(=O)c1-c1ccccc1,1.1,10.0%,14.1%,3.6%,1.2%,-2.8%,1.7%,-4.3%,-9.8%
O=C(c1ccccc1)N1CCN(Cc2ccccc2Br)CC1,1,12.7%,2.8%,5.3%,-2.2%,-7.5%,-10.3%,2.9%,-21.0%
CC1(C)CC(NS(=O)(=O)c2ccc(F)cc2)CC(C)(C)N1,x,-22.3%[20 µM],x,x,1.2%,x,-6.8%,-0.2%,-18.7%
CN(Cc1ccccc1F)C(=O)c1sccc1-c1ccccc1,x,20.0%,x,x,-9.6%,x,-6.8%,-0.4%,-22.1%
COc1ccccc1N1CCN(/N=C/C(Cl)=C/c2ccccc2)CC1,x,-24.2%,x,x,-77.1%,x,0.0%,3.5%,3.9%
CCCCNC(=S)N=Nc1c(O)[nH]c2ccccc12,1.3,36.8%,4.4%,8.7%,4.9%,-4.2%,-1.5%,-1.4%,-18.7%
CCOc1ccc(N(CC(=O)Nc2ccccc2OCC)S(=O)(=O)c2c(C)noc2C)cc1,x,-153.7%,x,x,8.8%,x,-0.2%,3.9%,-16.8%
CCOC(=O)C1=C(O)CSC1=Nc1cccc(Cl)c1,1.2,1.7%,2.5%,-2.4%,-6.5%,-1.3%,2.1%,-7.3%,-11.3%
O=C(NC1CCS(=O)(=O)C1)c1ccc(S(=O)(=O)N2CCCC2)cc1 (stereo not given),x,-4.6%,x,x,-7.6%,x,-8.2%,1.1%,-38.3%
Cc1nc2ccccc2n1CCc1nc2c3ccccc3nc(=S)n2[nH]1,1,5.1%,-3.4%,-1.6%,-0.6%,-4.8%,-7.3%,-1.3%,11.4%
CC(=O)c1ccc(CCCCCCCCCC(=O)O)s1,1.1,-6.9%,-3.9%,-6.9%,9.8%,-2.0%,6.3%,3.3%,-21.1%
CC(C)CNC(=O)COC(=O)c1cc(S(=O)(=O)N2CCCCC2)ccc1N1CCOCC1,1.1,-59.8%,-16.7%,-14.4%,-16.3%,-6.4%,-4.9%,1.0%,-26.7%
Cn1c(CNC(=O)CNS(=O)(=O)c2ccc(F)cc2F)cc(=O)n(C)c1=O,x,-0.5%,x,x,9.1%,x,-8.0%,8.5%,-24.0%
CC(=O)c1cccc(NC(=O)CC2Oc3ccc(C)cc3NC2=O)c1 (stereo not given),1.1,26.7%,-0.7%,1.1%,0.2%,2.5%,-7.2%,2.2%,6.5%
Cc1cc(C)cc(Oc2coc3cc(O)ccc3c2=O)c1,x,1.3%[20 µM],x,x,2.1%,x,-10.6%,-2.7%,-13.1%
CCCOC1CCCN(C(=O)c2cc(COc3ccc(-n4cncn4)cc3)on2)C1 (stereo not given),x,-55.8%,x,x,22.8%,x,-4.0%,15.2%,17.9%
Fc1ccc(-c2nnc(CN3CCN(c4ncc(C(F)(F)F)cc4Cl)CC3)o2)cc1,1.1,4.5%,10.8%,11.2%,25.1%,-4.6%,3.9%,-1.2%,11.5%
Cc1c(C(=O)N2CCOCC2)[nH]c2c1C(=O)CC(c1ccccc1Cl)C2 (stereo not given),1.1,-58.5%,0.2%,1.3%,-19.0%,-1.1%,-2.5%,1.1%,-23.0%
CCCOc1ccc(-c2c(C(=O)N/N=C(\C)c3cccnc3)nnn2-c2nonc2N)cc1,x,-30.5%,x,x,18.2%,x,-11.6%,9.1%,30.1%
COC(=O)c1ccc(C2C(C(=O)OC(C)C)=C(C)N=C3SCCC(=O)N32)cc1 (stereo not given),1,4.4%,12.0%,9.7%,6.8%,-7.5%,2.0%,-5.7%,-6.6%
O=C(Nc1ccc(F)cc1F)c1ccccc1NC(=O)C1CC=CCC1C(=O)O (stereo not given),x,-17.6%,x,x,-10.4%,x,-7.5%,-1.3%,-35.9%
O=c1c(N2CCCCC2)coc2ccccc12,1.1,-6.5%,-96.6%,-52.2%,-28.0%,-2.9%,-5.5%,0.5%,-37.9%
O=C(CCC(=O)N1CCN(c2ccccc2F)CC1)N1CCN(c2ccccc2)CC1,x,-5.4%,x,x,-20.7%,x,-8.0%,2.8%,-14.8%
O=C1CCCc2c1cnc1ncnn21,1,-15.4%[20 µM],2.8%,-4.0%,-0.7%,-18.8%,-5.0%,-2.9%,22.9%
CC(C)(O)C#Cc1ccc(C(=O)N2CCCC(CNS(=O)(=O)c3cccs3)C2)o1 (stereo not given),x,-2.2%,x,x,13.7%,x,-9.4%,1.0%,2.1%
COc1ccc(S(=O)(=O)N2CCC(C(=O)NCc3ccc(C)cc3)CC2)cc1,x,-2.2%,x,x,2.9%,x,-5.0%,5.4%,11.0%
CCN(CC)C(=O)c1cc(S(=O)(=O)N2CCCCC2)c[nH]1,x,-14.5%[20 µM],x,x,28.0%,x,-15.0%,-0.2%,-2.8%
CN(C)CCCOC(=O)CCc1ccccc1,1.1,8.6%,4.4%,6.7%,3.6%,-5.1%,-0.3%,-6.8%,-19.2%
COc1cc(NS(=O)(=O)c2ccc(C)cc2)ccc1-n1cnnn1,1.2,3.5%,6.2%,0.2%,4.7%,-2.3%,-7.4%,-5.0%,-9.8%
CCOC(=O)c1c(NC(NC(C)=O)C(Cl)(Cl)Cl)sc2c1CCCC2 (stereo not given),1,-8.9%,19.6%,24.9%,7.8%,-13.5%,-4.7%,-6.8%,-0.9%
CCc1ccc2[nH]c(=O)c(CN(Cc3ccc(F)cc3)C(c3nnnn3CCN3CCOCC3)C(C)C)cc2c1 (stereo not given),0.7,-19.3%,-22.6%,-5.5%,-18.5%,-8.4%,1.1%,-0.8%,-31.4%
